# Source: PubChem BioAssay
# M. tuberculosis HTS: M. tuberculosis growth inhibition, HTS (AID 449762); M. tuberculosis H37Rv growth inhibition, 7H9 media; higher % means a stronger effect; inhibition, % at 25 µM; hits with a dose series show IC50 in µM; 330,000 tested, 0.59% active; in the data active = a potency from the dose series; inconclusive = inhibition above about 70% without an active follow-up result;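 note: bacterial growth assessed after seven days of incubation; strong numbers were not always called active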
# PhoP GFP inhibition: Inhibition of PhoP regulon, Salmonella typhi GFP reporter cells, confirmation, 4 h (AID 1850); Salmonella Typhi PhoP-promoter GFP reporter, fluorescence, 4 h; higher % means a stronger effect; inhibition, % at 50 µM, or IC50 in µM where a hit was titrated; 310,000 tested, 0.33% active; in the data active = a potency from the dose series; inconclusive = inhibition mostly from about 25% at the one dose, without a potency; inactive = the rest, 99 in 100 with inhibition below about 19%;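 note: 0% = induced wells with vehicle and 100% = uninduced wells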
# VEEV TC-83 Vero: inhibitors of VEEV TC-83 cytopathic effect, confirmation, Vero cells (AID 588727); Vero cells, VEEV TC-83 cytopathic effect inhibition; higher % means a stronger effect; 350,000 tested, 0.13% active; inhibition, % at 20 µM; hits with a dose series show IC50 in µM; in the data active = a potency from the dose series; inconclusive = inhibition mostly from about 14% at the one dose, without a potency; inactive = the rest, 99 in 100 with inhibition below about 12%; note: strong numbers were not always called active
# tuberculosis growth: growth inhibition of non-replicating M. tuberculosis (AID 488890); Mycobacterium tuberculosis non-replicating, growth inhibition; higher % means a stronger effect; inhibition, % at 25 µM; hits with a dose series show IC50 in µM; 320,000 tested, 0.39% active; in the data active = a potency from the dose series; inconclusive = inhibition mostly from about 82% at the one dose, without a potency; inactive = the rest, 99 in 100 with inhibition below about 76%;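 note: plate controls were DMSO cells for no effect and high antibiotic wells for full effect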
# H1N1 NS1A inhibition: NS1A inhibition, H1N1 influenza, cell based functional assay (AID 504329). NS1A functional cell-based assay, percent inhibition; higher % means a stronger effect. inhibition, % at 12.5 µM, or IC50 in µM where a hit was titrated. 340,000 tested, 0.3% active; in the data active = a potency from the dose series; inconclusive = inhibition above about 27% without an active follow-up result; note: strong numbers were not always called active
# VEEV TC-83 Vero 10K pilot screen: also measured in VEEV TC-83 Vero; calls as there; inhibition, %; measured here: 10K pilot screen inhibition
# Numbers without * were called inactive; i = inactive; ? = inconclusive; · = not tested or not shown.
SMILES,M. tuberculosis HTS,PhoP GFP inhibition,VEEV TC-83 Vero,tuberculosis growth,H1N1 NS1A inhibition,others
COc1ccc(CC(=O)OC(C)CN2CCOCC2)cc1 (stereo unspecified),-3%,0%,0.3%,-4%,3%,
COc1ccccc1N1CC(C(=O)Nc2nnc(SC)s2)CC1=O (stereo unspecified),-5%,-7%,1.1%,2%,19%,
COc1ccc(C2/C(=C(/O)c3ccccc3)C(=O)C(=O)N2c2ccccn2)c(OC)c1 (stereo unspecified),5%,-3%,2.1%,-6%,-4%,
O=C(NCc1ccccn1)C1CCN(S(=O)(=O)c2cccs2)CC1,-6%,8%,i,-9%,4%,
O=C(CN1C(=O)/C(=C\c2ccccc2Cl)Sc2ccccc21)NCCCN1CCOCC1,13%,1%,8.1%,26%,12%,
Cc1ccc(C2CC(=O)N3CN(Cc4ccco4)CSC3=C2C#N)cc1 (stereo unspecified),-15%,13%,i,41%,-5%,
Cc1cc(OC(C)C(=O)Nc2ccccc2C(=O)N2CCCC2)ccc1Cl (stereo unspecified),-3%,-9%,0.6%,4%,-5%,
CCOC(=O)C(=O)NNc1ccc(Cl)cc1,?,-3%,i,78%,1%,
O=C(c1ccco1)N1CCN(c2ncnc3c2[nH]c2ccc(Cl)cc23)CC1,7%,-4%,·,45%,·,
CC(C)(C)c1ccc(/C=C(\C#N)C(=O)Nc2ccccn2)cc1,9%,0%,0.2%,67%,2%,
COC(=O)c1ccccc1NC(=O)CNC(=O)c1ccco1,6%,-7%,0.8%,4%,1%,
CC1CCc2nn(CC(=O)NCc3ccco3)cc2C1 (stereo unspecified),-10%,5%,i,-22%,11%,
CCOc1ccccc1NC(=O)COC(=O)c1cc[n+]([O-])cc1,8%,17%,5.6%,-2%,-13%,
C=CCn1c(CNC(=O)c2ccco2)nnc1SCC(=O)c1ccc(F)cc1,-3%,5%,0.4%,7%,-4%,
COc1ccc(C)cc1NC(=O)N1CCCc2ccccc21,19%,3%,i,69%,-2%,VEEV TC-83 Vero 10K pilot screen=0.0
O=C(c1ccc2c(=O)n3c(nc2c1)CCCCC3)N1CCN(c2ccccc2F)CC1,-6%,-1%,0.3%,37%,-22%,VEEV TC-83 Vero 10K pilot screen=0.6
ClCCn1cnc2c(SCc3ccccc3)ncnc21,·,·,2µM*,·,0%,
N#C/C(=C/c1ccc(-c2ccc(C(=O)O)c(Cl)c2)o1)C(=O)NCC1CCCO1 (stereo unspecified),-4%,-6%,i,18%,10%,
COCCNC(=O)c1cc(-c2ccccc2)n(Cc2cc(C)no2)n1,4%,-8%,0.3%,8%,-4%,
C=C(C)C(Cc1c(OC)ccc(C(=O)/C=C/c2ccc(O)cc2)c1O)OO (stereo unspecified),7%,·,11%,?,12%,
CCN(CC)CCOC(=O)C(c1ccccc1)C1CCCCC1 (stereo unspecified),-6%,·,i,24%,2%,
Cc1cccn2c(=O)nc(SCC(=O)c3ccc(Cl)cc3)nc12,-1%,2%,2.7%,-9%,0%,
Cc1ccc(C(=O)N/C(=C/c2ccc(-c3cc(C(F)(F)F)ccc3Cl)o2)C(=O)NCc2cccnc2)cc1,38µM*,0%,1.2%,45%,30%,
O=C(/C=C/c1ccco1)N1CCN(S(=O)(=O)c2cccs2)CC1,-3%,4%,4.4%,11%,-1%,
COc1ccc(/C=N\NC(=O)c2ccc(-c3ccccc3)cc2)c(OC)c1OC,-2%,-2%,1.5%,-10%,19%,
COc1ccc(/C=C/C(=O)O)cc1S(=O)(=O)N1CCCc2ccccc21,3%,0%,i,-11%,-5%,
CCC(=O)Nc1ccc(N2CCN(C(=O)c3ccccc3C)CC2)cc1,1%,-6%,4.0%,-9%,8%,VEEV TC-83 Vero 10K pilot screen=0.3
COc1cc(N2CCCC2)ccc1C=O,1%,18%,1.1%,4%,-6%,
COc1ccc(OCC(=O)NNC(=O)Cc2coc3cc(OC)ccc23)cc1,-2%,-23%,i,-8%,4%,
Cc1ccc(OCc2cc(C(=O)NC(C)Cc3cnccn3)no2)cc1C (stereo unspecified),2%,-5%,3.4%,12%,-10%,
CCN(CC)S(=O)(=O)c1cccc(NC(=O)c2ccc(SC)cc2OC)c1,4%,7%,5.3%,8%,-1%,
CC(C)(C)c1ccc(-n2ncc3c2CCCC3NC(=O)CCCn2cncn2)cc1 (stereo unspecified),·,·,0.4%,·,-2%,
COc1ccccc1OCCNC(=O)C(=O)c1c[nH]c2ccccc12,-16%,-4%,9.8%,8%,5%,
CC1CCCCC1NC(=O)COC(=O)c1ccc2c(c1)OCCO2 (stereo unspecified),-5%,·,0.2%,11%,-1%,
Cc1ccc([C@@H]2[C@@H]3C(=O)N(C)C(=O)[C@@H]3[C@]3(C)C(=O)N(CCO)CC(=O)N23)o1,-1%,11%,0.0%,-7%,2%,VEEV TC-83 Vero 10K pilot screen=0.5
O=C(CCN1C(=O)C2C3C=CC(C3)C2C1=O)N1CCCCC1 (stereo unspecified),-11%,10%,0.4%,-3%,-2%,
O=C(O)CCCC(=O)OCc1c(-c2ccccc2)ncc2ccccc12,-1%,·,0.2%,6%,7%,
O=C(CSc1nn(-c2ccccc2)c(=S)s1)Nc1ncccn1,4%,-21%,1.6%,25%,3%,
Cc1cc(C)cc(N2CC(C(=O)Nc3cc(C)on3)CC2=O)c1 (stereo unspecified),1%,-4%,i,9%,1%,
CC(=O)Nc1ccc(S(=O)(=O)N(C)CC(=O)OCC(=O)c2ccc[nH]2)cc1,-1%,·,2.0%,-1%,2%,
CC1(C)CC(=O)N(c2cc(Cl)cc(Cl)c2)C(=O)C1,-8%,1%,1.4%,14%,-3%,
O=C(CSc1n[nH]c(=O)n1C1CC1)NCc1ccccc1Cl,-2%,2%,1.6%,7%,-6%,
CCC1CN(C(=O)N2CCC(C(=O)NCc3ccc(F)cc3)CC2)c2ccccc2O1 (stereo unspecified),12%,2%,4.5%,20%,-4%,
COc1ccc(Cc2nnc(Nc3ccccc3OC)[nH]c2=O)cc1,-4%,9%,1.2%,1%,2%,
COc1cc(/C=N/NC(=O)CCn2nc(C)cc2C)ccc1O,-1%,-9%,4.1%,-4%,8%,
COc1cc(NC(=O)c2ccc(N3CC4CC(C3)c3cccc(=O)n3C4)c(NC(=O)c3ccncc3)c2)cc(OC)c1OC (stereo unspecified),-2%,2%,0.9%,-11%,1%,
COc1ccc(C2(c3ccc(OC)cc3)NC(=O)N(Cn3nnc4ccccc4c3=O)C2=O)cc1,?,-8%,3.0%,31%,0%,
CC(C)(C)OC(=O)N1CCC[C@H]1C(=O)N/N=C/c1cccc2nccnc12,-5%,-1%,1.4%,-10%,·,
N#C/C(=C\c1ccccc1)C(=O)Nc1cc(S(=O)(=O)N2CCOCC2)ccc1N1CCCC1,7%,-7%,0.1%,20%,15%,
CCn1c(/C=C/c2ccc([N+](=O)[O-])o2)nc2ccccc2c1=O,?,-6%,i,?,5%,
Cn1c(=O)[nH]c(=O)c2c1nc(NC1CCCCC1)n2CCO,-10%,-6%,0.2%,·,-2%,
CCc1ccc(C(=O)NCc2cccs2)s1,0%,-1%,1.9%,74%,2%,
COc1ccccc1NC(=O)COC(=O)C1CC(=O)N(c2ccc3c(c2)OCCO3)C1 (stereo unspecified),-4%,·,9.6%,-6%,-1%,
CCN(CC)C1CCN(C(=O)CCn2nnnc2CN2CCOCC2)C1 (stereo unspecified),-5%,-2%,2.5%,-2%,-7%,
O=C(Nc1ccc(Cl)c(S(=O)(=O)N2CCOCC2)c1)C1CCC1,-1%,·,0.7%,3%,-6%,
O=c1c(O)cccc2cc(O)c(O)c(O)c12,7%,26µM*,13%,21%,24%,
CCN(CC)CCNC(=O)C1c2ccccc2Oc2ccccc21,5%,-5%,0.1%,6%,-1%,
CCCCn1nc2cc(C(=O)NCc3ccc4c(c3)OCO4)ccc2c1OCC,0%,-1%,0.4%,8%,-9%,
O=C(CSc1nc(-c2ccccc2)cs1)Nc1ccccc1[N+](=O)[O-],1%,1%,8.1%,?,10%,
C=CCNC(=O)c1cnc(-c2ccccc2)nc1-c1ccccc1,5%,-7%,1.8%,-22%,-18%,

# 2 compounds picked at random from the list so far, as already listed:
SMILES,M. tuberculosis HTS,PhoP GFP inhibition,VEEV TC-83 Vero,tuberculosis growth,H1N1 NS1A inhibition,others
COc1cc(NC(=O)c2ccc(N3CC4CC(C3)c3cccc(=O)n3C4)c(NC(=O)c3ccncc3)c2)cc(OC)c1OC (stereo unspecified),-2%,2%,0.9%,-11%,1%,
COc1cc(/C=N/NC(=O)CCn2nc(C)cc2C)ccc1O,-1%,-9%,4.1%,-4%,8%,

# (continued)
SMILES,M. tuberculosis HTS,PhoP GFP inhibition,VEEV TC-83 Vero,tuberculosis growth,H1N1 NS1A inhibition,others
Fc1ccccc1Cc1noc(CN2CCCC(CN3CCOCC3)C2)n1 (stereo unspecified),-7%,12%,1.1%,-7%,-4%,
CCC1(C)CC(c2csc(N)n2)CCO1 (stereo unspecified),1%,-3%,3.6%,5%,-1%,VEEV TC-83 Vero 10K pilot screen=1.0
C#CCNC(=O)c1cccn1-c1ncc(C(F)(F)F)cc1Cl,-4%,1%,1.0%,-9%,1%,
CSCC(C)N1CCC(n2nccc2NC(=O)CCc2ccccc2)CC1 (stereo unspecified),·,·,2.6%,·,7%,
Cc1ccc(S(=O)(=O)N2CCOCC2)cc1NC(=O)c1cc2ccccc2oc1=O,-7%,·,1.8%,43%,-2%,
CC(C)(C)c1nc(SCC(=O)Nc2ccc(N3CCOCC3)cc2)c2ccccc2n1,-3%,-8%,3.4%,1%,2%,
COCCNC(=O)c1ccc(CSCc2cccc(Cl)c2)o1,7%,-1%,0.7%,43%,-5%,
CCc1cccc(NC(=O)C2CCN(S(=O)(=O)c3ccc4c(c3)CC(C)N4C(C)=O)CC2)c1 (stereo unspecified),-9%,12%,4.0%,31%,13%,
Cc1cnc(CN(C)Cc2nc(Cc3cccc(C(F)(F)F)c3)no2)[nH]1,27%,4%,i,38%,-12%,
Cc1cc(C)cc(NC(=O)c2cccc(NC(=O)C3C4CC5OC(=O)C3C5C4)c2)c1 (stereo unspecified),-10%,-2%,2.2%,1%,-8%,
Cc1cc(C)c(NC2=NCCCS2)c(C)c1,-1%,1%,0.5%,6%,-11%,
CC(C)(C)N(Cc1ccccc1)C(=O)CCc1ccccc1,2%,0%,i,22%,0%,
C=C(C)CNC(=S)NNC(=O)CCn1c2ccccc2c2ccccc21,-1%,-5%,3.1%,-11%,30%,
Cn1c(SCc2nc3ccccc3s2)nnc1-c1cccs1,-8%,0%,i,9%,-7%,
Oc1ccc(-c2csc(-c3c[nH]c4ccccc34)n2)c(O)c1,68%,-6%,7.6%,19%,-7%,

# Gathered by group: the entries above with a Cl atom (13)
SMILES,M. tuberculosis HTS,PhoP GFP inhibition,VEEV TC-83 Vero,tuberculosis growth,H1N1 NS1A inhibition,others
O=C(CN1C(=O)/C(=C\c2ccccc2Cl)Sc2ccccc21)NCCCN1CCOCC1,13%,1%,8.1%,26%,12%,
Cc1cc(OC(C)C(=O)Nc2ccccc2C(=O)N2CCCC2)ccc1Cl (stereo unspecified),-3%,-9%,0.6%,4%,-5%,
CCOC(=O)C(=O)NNc1ccc(Cl)cc1,?,-3%,i,78%,1%,
O=C(c1ccco1)N1CCN(c2ncnc3c2[nH]c2ccc(Cl)cc23)CC1,7%,-4%,·,45%,·,
ClCCn1cnc2c(SCc3ccccc3)ncnc21,·,·,2µM*,·,0%,
N#C/C(=C/c1ccc(-c2ccc(C(=O)O)c(Cl)c2)o1)C(=O)NCC1CCCO1 (stereo unspecified),-4%,-6%,i,18%,10%,
Cc1cccn2c(=O)nc(SCC(=O)c3ccc(Cl)cc3)nc12,-1%,2%,2.7%,-9%,0%,
Cc1ccc(C(=O)N/C(=C/c2ccc(-c3cc(C(F)(F)F)ccc3Cl)o2)C(=O)NCc2cccnc2)cc1,38µM*,0%,1.2%,45%,30%,
CC1(C)CC(=O)N(c2cc(Cl)cc(Cl)c2)C(=O)C1,-8%,1%,1.4%,14%,-3%,
O=C(CSc1n[nH]c(=O)n1C1CC1)NCc1ccccc1Cl,-2%,2%,1.6%,7%,-6%,
O=C(Nc1ccc(Cl)c(S(=O)(=O)N2CCOCC2)c1)C1CCC1,-1%,·,0.7%,3%,-6%,
C#CCNC(=O)c1cccn1-c1ncc(C(F)(F)F)cc1Cl,-4%,1%,1.0%,-9%,1%,
COCCNC(=O)c1ccc(CSCc2cccc(Cl)c2)o1,7%,-1%,0.7%,43%,-5%,
